Mcl1-Noxa inh = disrupts binding of human Mcl-1 to Noxa peptide | Q07820 | TR-FRET Mcl-1/Noxa peptide binding, 2 h | inhibition, % at 21.7 µM | actives 1.5% (n = 220,000);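 active = compounds that cut the protein-peptide binding signal by more than 50% relative to plate controls in a single-dose test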;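 also: His-tagged Mcl-1 with rhodamine Noxa BH3 peptide and terbium anti-His antibody; 0% = Mcl-1 plus Noxa peptide wells and 100% = peptide-only wells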
Target sequence (Q07820 whole entry, looked up): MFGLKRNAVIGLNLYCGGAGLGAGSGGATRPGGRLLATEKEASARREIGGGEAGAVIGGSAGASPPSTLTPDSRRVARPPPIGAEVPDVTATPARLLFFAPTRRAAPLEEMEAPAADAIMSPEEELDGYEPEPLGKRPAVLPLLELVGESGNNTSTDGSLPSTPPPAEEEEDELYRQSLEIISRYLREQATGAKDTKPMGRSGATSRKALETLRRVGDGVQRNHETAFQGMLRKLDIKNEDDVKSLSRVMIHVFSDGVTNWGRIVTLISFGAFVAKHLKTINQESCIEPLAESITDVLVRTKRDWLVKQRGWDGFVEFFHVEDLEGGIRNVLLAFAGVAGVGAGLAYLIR
ABCB1 block = blocks JC-1 efflux by human ABCB1 transporter | P08183 | CCRF-Adr cells, flow cytometry | inhibition, % at 6.6 µM | actives 0.067% (n = 190,000) | AID 1326; in the data active = inhibition above about 40%;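 also: 0% = vehicle and 100% = reference inhibitor; higher value means more JC-1 retained so stronger ABCB1 efflux block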
RGS4-Gao reg = modulates binding of RGS4 to human Galphao; P09471; Multiplexed bead flow cytometry; actives lie on both sides; binding response (% of control), % at 10 µM; actives 0.33% (n = 220,000); AID 1415; in the data active = binding response below about 49% or above about 150%; inactive = in between;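 also: fluorescent Galphao activated with aluminum fluoride binding bead-coupled RGS4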
Target sequence (P09471 whole entry, looked up): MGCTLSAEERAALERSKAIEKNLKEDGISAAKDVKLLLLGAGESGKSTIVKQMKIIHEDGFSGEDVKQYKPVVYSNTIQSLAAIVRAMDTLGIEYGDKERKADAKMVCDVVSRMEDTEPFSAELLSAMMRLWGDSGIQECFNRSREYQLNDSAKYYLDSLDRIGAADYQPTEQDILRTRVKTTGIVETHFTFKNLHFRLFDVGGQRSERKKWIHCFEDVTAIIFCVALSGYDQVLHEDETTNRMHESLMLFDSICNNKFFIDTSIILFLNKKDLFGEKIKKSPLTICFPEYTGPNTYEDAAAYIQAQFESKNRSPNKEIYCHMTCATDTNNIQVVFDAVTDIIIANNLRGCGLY
RGS7-Gao = regulators of human RGS7-Galphao interaction; Multiplexed bead flow cytometry, RGS7-Galphao binding; actives lie on both sides; binding response (% of control), % at 10 µM; actives 0.35% (n = 220,000); AID 1439; in the data active = binding response below about 49% or above about 150%; inconclusive = no clear call, values can overlap the other calls; inactive = in between;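 also: fluorescent Galphao held in activated GDP-AlF4 state binding bead-coupled RGS7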
Pf gametocyte = inhibitors of late stage P. falciparum gametocyte viability | P. falciparum stage V gametocytes, ATP luminescence, 24 h | inhibition, % at 10.9 µM | actives 0.065% (n = 150,000);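 active = inhibition above the mean plus 3 SD of compounds within the control limits, set per campaign, cut at about 38% in these data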;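 also: 0% = DMSO wells and 100% = medium only without gametocytes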
Mcl1 Bid PPI = Mcl-1/Bid interaction inhibition; TR-FRET Mcl-1/Bid-Dy647 peptide binding, 1536-well; inhibition, % at 21.7 µM; actives 0.97% (n = 220,000);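 active = compounds that cut the binding signal by more than half at the single screening dose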;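 also: His-tagged Mcl-1 with europium anti-His antibody binding Bid BH3 peptide; 0% = Mcl-1 plus peptide wells and 100% = peptide-only wells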
RGS8-Gao = regulators of human RGS8-Galphao interaction; multiplexed bead flow cytometry, RGS8-Galphao binding; actives lie on both sides; response (percent of control binding), % at 10 µM; actives 0.34% (n = 220,000); in the data active = response below about 60% or above about 140%; inactive = in between;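 also: Galphao activated as the GDP aluminium fluoride complex binding bead-coupled RGS8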
ABCG2 inh = inhibitors of human ABCG2 transporter, ABCB1 counter-screen | Q9UNQ0 | actives 0.1% (n = 190,000) | AID 1325 | IgMXP3 cells, JC-1 efflux, flow cytometry | inhibition, % at 6.6 µM;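 active = inhibition above 80%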;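 also: 0% = DMSO and 100% = nicardipine control wells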
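Test system: IgMXP3 (ABCG2) plus far-red-tagged CCRF-Adr (ABCB1) cells. Reagent: JC-1 dye as substrate. Timing: 10 min exposure at 25 °C with rotation, no wash. Measured by: flow cytometric JC-1 green MFI at 530 nm. Read-out: percent efflux inhibition, scaled nicardipine 100% to DMSO 0%. Control set: nicardipine and DMSO wells.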
Mcl-1 Bim block = disrupts Bim peptide binding to human Mcl-1; Bead-based flow cytometry, Bim peptide-Mcl-1 binding; inhibition, % at 10 µM; actives 0.1% (n = 190,000); in the data active = inhibition above about 40%;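 also: 0% = no compound tracer wells and 100% = peptide blocker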
GSH fluor = GSH bead compound fluorescence profile; actives 0.25% (n = 190,000); AID 1776; fluorescence (KMESF) at 10 µM; GSH beads flow cytometry, compound fluorescence 488/530 nm; hits give high values; in the data active = fluorescence above about 89;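 also: glutathione beads carrying GST-tagged Bcl family fusion proteins plus one bare bead set; values are compound well signal with DMSO vehicle wells as background; inactives centre near 16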
Avidin fluor = compound fluoresces at 488/530 nm on avidin beads. compound fluorescence 488/530 nm, flow cytometry; hits give high values. fluorescence (KMESF) at 10 µM. actives 0.38% (n = 220,000); in the data active = fluorescence above about 47; also: inactives centre near 10
Numbers without * were called inactive; ? = inconclusive; . = not tested or not shown.

molecule,Mcl1-Noxa inh,ABCB1 block,RGS4-Gao reg,RGS7-Gao,Pf gametocyte,Mcl1 Bid PPI,RGS8-Gao,ABCG2 inh,Mcl-1 Bim block,GSH fluor,Avidin fluor
CCCCN(CC)CCNC(=O)c1cn(-c2ccc(Cl)cc2)c(=O)c2ccccc12,20,0.2,102,100,13,-21,101,-1,3,10,10
O=C(NCCOc1ccccc1F)c1cc(F)c(F)cc1Cl,-15,-1.5,100,100,-3,-5,100,1,-3,10,5
COc1ccc(C=O)cc1Cn1ccnc1C,27,0.1,99,95,13,-15,101,0,-4,14,12
Cc1nc(C(=O)NCc2ccccc2)sc1C1(C)CC(c2ccccc2)=NO1 (stereo unspecified),12,.,102,?,12,5,104,.,.,.,9
O=C(O)Cc1sc(-c2ccccc2)nc1-c1cccs1,7,0.1,100,?,23,-26,101,2,1,13,9
CCNC(=O)CN(CCc1ccccc1)S(=O)(=O)c1ccc(OC)cc1,-15,0.1,113,109,5,-10,105,1,0,38,5
CCC1S/C(=N/N=C/c2ccco2)N(c2ccc(F)cc2)C1=O (stereo unspecified),6,.,98,100,0,-22,99,0,-3,12,4
CN(CCC#N)C(=O)CSc1nnc(-c2ccco2)n1N,12,0.5,103,100,.,-12,103,1,-2,17,13
Cc1nc2ccccc2c2oc(C(=O)Nc3ccc(C(C)C)cc3)cc12,6,-0.2,100,101,-10,3,103,3,-9,8,12
CC(C)(C)C1CCC2(CC1)C(C#N)=C(SCC(=O)Nc1ccccc1)NC(=O)C2C#N (stereo unspecified),-19,-1.3,95,97,3,2,100,-12,-4,21,31
COc1ccccc1N(CC(=O)NC1CCCCC1)C(=O)CCC(=O)Nc1ccccn1,11,1.9,100,102,-15,7,101,18,-9,37,14
N#Cc1c(NC(=S)NC(=O)C2CCCC2)sc2c1CCCCC2,15,-0.2,98,97,.,-36,98,-1,-3,14,16
COc1ccc(OC)c(S(=O)(=O)N2CCC(C(=O)NCC3CCCO3)CC2)c1 (stereo unspecified),13,0.0,103,102,.,-29,106,0,2,41,8
Cn1c(=O)n(C)c2cc(/C=N/NC(=O)c3cccc(Br)c3)ccc21,18,0.0,98,101,.,-6,101,1,-2,24,12
COc1cccc(C(=O)Nc2cc(S(=O)(=O)N3CCCCC3)ccc2OC)c1,-2,1.1,95,94,10,-4,98,10,0,8,24
O=C(Cc1ccc(Cl)cc1)NCCS(=O)c1ccc(Cl)cc1 (stereo unspecified),-12,0.2,100,95,11,-3,103,1,-6,11,32
N/C(=N\OC(=O)C1CCCCC1)c1ccncc1,18,0.0,106,117,14,-13,109,2,0,11,27
N#C/C(=N\Nc1cccc2ccccc12)c1nnc2n1CCCCC2,21,0.8,83,96,24,6,92,4,-5,11,9
Cc1cc(C)cc(N(CCC(=O)Nc2nnc(C)s2)S(=O)(=O)c2ccc(Cl)cc2)c1,14,0.7,108,104,-11,-10,103,4,5,11,18
CCCCNc1nc2c(c(=O)n(C)c(=O)n2C)n1Cc1cccc(OC)c1,2,1.0,110,113,.,-25,104,9,-2,66,7
CCC(c1nnnn1Cc1cccs1)N1CCN(C2CCCC2)CC1 (stereo unspecified),31,1.2,104,108,-13,54*,105,1,0,28,19
CNC(=O)c1c(Cl)cnn1-c1ccc(C)cc1,18,1.8,98,95,0,-28,96,5,-4,11,3
Cc1ccc(NC(=O)COC(=O)CCc2nc3ccccc3n2-c2ccccc2)c(C)c1,4,0.0,101,98,-16,7,103,7,-1,13,4
C/C=C\C=C/C(=O)Nc1cccc(C2=NOC3(C2)C[C@@H](C(N)=O)N(C(=O)c2ccccc2)C3)c1 (stereo partly specified),75*,.,98,?,.,21,89,.,.,.,8
COc1ccccc1C1=NC(c2ccc(F)cc2)N=C1C (stereo unspecified),8,0.7,95,96,.,-5,97,7,-1,13,7
Cc1ccc(S(=O)(=O)N2CC=C(c3c(C)n(C)c4ccccc34)CC2)cc1,-4,0.4,102,101,2,-44,104,1,-1,6,3
COc1ccc(C2NC(Cc3ccccc3)(C(=O)O)C3C(=O)N(c4ccccc4OC)C(=O)C23)cc1 (stereo unspecified),19,0.9,103,100,-18,3,101,2,0,69,.
Cc1nnn(C23CC4CC(CC(CC(=O)Nc5ccc(C)c(C)c5)(C4)C2)C3)n1,9,5.5,103,106,8,-28,102,27,-5,5,10
CCN1CCN(c2cc(C)c3cc(NC(=O)c4cc(OC)cc(OC)c4)ccc3n2)CC1,26,.,103,?,4,-64,102,.,.,.,6
CC(C)OC(=O)c1c(F)c(F)c(N2CCOCC2)c(F)c1F,-21,0.0,97,103,.,-22,101,1,0,7,11
CC1(C)CC2CC(C)(CN2C(=O)COC(=O)c2n[nH]c(=O)c3ccccc23)C1 (stereo unspecified),16,0.1,92,92,.,-40,98,0,-2,6,5
Cc1ccc(S(=O)(=O)N(C)C)cc1NC(=O)CCNC(=O)c1ccccc1Cl,24,-0.3,103,99,-3,8,103,0,-2,11,22
O=C(CSc1cc(Cl)ccc1Cl)NCC1CCCO1 (stereo unspecified),9,0.4,104,102,.,-11,100,1,-1,17,33
CCOc1cc(/C=N\NC(=O)Cn2nc([N+](=O)[O-])cc2C)ccc1OCc1cccc2ccccc12,-2,-0.2,100,97,.,-13,98,6,0,45,14
Cc1ccc(NC(=O)C(C)Sc2nc(=O)cc(N)n2-c2ccccc2)cc1 (stereo unspecified),-6,0.0,99,99,.,11,104,0,-3,38,8
O=C(CSc1ccccn1)c1ccc(F)cc1,4,-0.1,87,90,.,-44,89,0,3,6,5
CC1Cc2ccccc2N1C(=O)COC(=O)c1ccc(O)cc1 (stereo unspecified),12,.,101,?,-10,-18,100,.,.,.,7
COc1ccc(-c2cc(C(=O)NCCc3ccc(S(N)(=O)=O)cc3)c3ccccc3n2)cc1,13,-0.6,100,?,.,-11,99,0,0,12,11
O=C(Oc1cccc2cccnc12)c1ccc(Br)o1,-10,0.6,93,94,15,-46,94,3,-3,7,13
CCOC(=O)CSCc1nc(-c2ccc(Cl)cc2)oc1C,7,-0.3,88,91,.,-1,90,8,-3,12,2
O=C(Nc1ccc([N+](=O)[O-])cc1Br)c1cc2ccccc2nc1Cl,13,.,93,?,4,-35,99,.,.,.,7
CCCCCn1c(=O)[nH]c2cc(C(=O)N3CCN(Cc4ccc5c(c4)OCO5)CC3)ccc2c1=O,8,11,98,104,.,8,104,21,-2,10,9
CCS(=O)(=O)N1CCCC(C(=O)NCCCN2CCCC2=O)C1 (stereo unspecified),-15,0.3,101,104,.,-14,97,3,3,30,14
CCOc1cccc(-n2nnnc2-c2ccc(OC)cc2)c1,2,1.7,109,97,9,16,102,10,2,23,25
COc1cc(C2C3CN(C)CC=C3C(C#N)=C(N)C2(C#N)C#N)ccc1OC(C)C (stereo unspecified),14,0.5,95,97,.,-121,101,2,1,11,23
CCOC(=O)CSCC(=O)Nc1cc(C)ccc1C,10,0.2,98,99,.,3,100,0,0,21,15
CCCc1nc(SC)[nH]c(=O)c1C,9,.,106,?,4,-2,103,.,.,.,6
Cc1ccc(S(=O)(=O)NCCN=C(CN2CCCC2)NS(=O)(=O)c2ccc(C)cc2)cc1,-1,0.1,100,102,12,-11,101,0,13,13,8
Cc1ccc(CS(=O)(=O)Cc2ccc(C(=O)NCc3ccco3)o2)cc1,4,6.9,97,99,7,-4,100,8,-4,28,11
COc1ccccc1NCCC#N,7,0.2,104,102,.,-21,104,27,-4,34,15
Cn1cccc1/C=N/NC(=O)CSc1nc2ccccc2[nH]1,11,.,107,?,-12,5,102,.,.,.,9
O=C(NCCc1nc2ccccc2[nH]1)/C(=C/c1ccc2c(c1)OCO2)NC(=O)c1ccccc1Cl,6,0.7,101,100,.,-13,107,41,-4,12,12
CCOC(=O)c1cnc(/N=C/N(C)C)s1,-4,-0.4,99,102,-5,-7,100,0,4,24,8
Cc1ccccc1NC(=S)N=Nc1c(O)n(C)c2ccc(S(=O)(=O)N3CCOCC3)cc12,-56,-5.8,101,102,-6,-57,99,-19,-5,18,2
CC(C)(C)C1=Nn2c(nnc2C2CCCCC2)SC1,12,0.3,99,95,.,6,99,4,-3,25,25
Cc1nn(-c2cccc(Cl)c2)c2c1C(c1ccncc1)C(C#N)=C(N)O2 (stereo unspecified),15,0.3,98,94,.,-33,104,1,0,5,7
Cc1ccc2c(CC(=O)NCC(C)(C)N3CCOCC3)coc2c1,-15,0.5,103,102,6,-10,101,1,-1,12,7
COc1ccc(-c2csc(/C(C#N)=C\c3ccc(OC)c([N+](=O)[O-])c3)n2)cc1,13,-1.4,100,105,15,-6,100,-14,-5,4,11
CC(=O)c1cccc(N=c2scc(-c3ccc(S(=O)(=O)N4CCOCC4)cc3)n2CCO)c1,23,-0.3,100,102,-10,-48,87,0,-4,12,1
CCc1cc2c(=O)c(-c3nc4ccccc4[nH]3)coc2c(CN2CCCCC2)c1O,17,.,106,?,-4,-23,106,.,.,.,8

(continued)
molecule,Mcl1-Noxa inh,ABCB1 block,RGS4-Gao reg,RGS7-Gao,Pf gametocyte,Mcl1 Bid PPI,RGS8-Gao,ABCG2 inh,Mcl-1 Bim block,GSH fluor,Avidin fluor
Cc1ccc2nc(-c3ccc(N)cc3)sc2c1,12,.,98,?,-21,6,102,.,.,.,9
Cc1ccc(C(=O)CSc2nc3ccccc3c(=O)[nH]2)cc1C,-8,-0.5,104,97,9,1,105,-1,-4,13,10
O=C(CNC(=O)C12CC3CC(CC(C3)C1)C2)NC1=NCCS1,-8,0.8,101,99,.,2,102,2,0,12,10
O=C(Nc1ccc2c(c1)OCO2)c1nn(-c2ccccc2)c(=O)c2ccccc12,8,0.5,97,96,-24,-31,99,2,0,40,7
COCCNC(=O)C(OC(=O)c1nsc(Cl)c1Cl)C(C)C (stereo unspecified),1,2.0,101,101,14,-29,100,9,0,11,11
Cc1nccc2[nH]c(=O)c(C(=O)NC3CCCCC3C)cc12 (stereo unspecified),-5,1.0,101,99,.,9,100,4,0,35,7
CC(C)(C)C1=C(C#N)C(c2cccnc2)C(C#N)=C(N)O1 (stereo unspecified),6,-0.6,96,96,.,-8,89,0,-1,10,2
COc1ccc2c(c1)CCC/C2=N/OC(=O)c1ccccc1OC,1,3.5,101,104,-14,9,102,31,-41,13,7

3 compounds already listed, ordered by the value under RGS4-Gao reg, largest number first.
| mol | Mcl1-Noxa inh | ABCB1 block | RGS4-Gao reg | RGS7-Gao | Mcl1 Bid PPI | RGS8-Gao | Mcl-1 Bim block | GSH fluor | Avidin fluor |
| --- | --- | --- | --- | --- | --- | --- | --- | --- | --- |
| CCNC(=O)CN(CCc1ccccc1)S(=O)(=O)c1ccc(OC)cc1 | -15 | 0.1 | 113 | 109 | -10 | 105 | 0 | 38 | 5 |
| CCS(=O)(=O)N1CCCC(C(=O)NCCCN2CCCC2=O)C1 (stereo unspecified) | -15 | 0.3 | 101 | 104 | -14 | 97 | 3 | 30 | 14 |
| COc1ccccc1C1=NC(c2ccc(F)cc2)N=C1C (stereo unspecified) | 8 | 0.7 | 95 | 96 | -5 | 97 | -1 | 13 | 7 |

Assay outcomes deposited in PubChem by several laboratories.
